# ALDH1A1 inh: inhibitors of human aldehyde dehydrogenase 1A1; AID 1030; hit rate 7.3% among 220,000; Potency, µM (series often up to 75.3 µM), for the others: top-dose activity, negative = inhibition, hits mostly inhibitors; Purified ALDH1A1, NADH fluorescence, propionaldehyde substrate; active = well fitted inhibition curve with a large enough effect, not every such curve was filed as active; inconclusive = small, poorly fitted or top-dose-only effect, or another doubt; inactive = no such curve, though single readings can be large or run the other way;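 note: plate controls were no enzyme wells and a reference inhibitor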
# Target sequence (P00352 whole entry, looked up): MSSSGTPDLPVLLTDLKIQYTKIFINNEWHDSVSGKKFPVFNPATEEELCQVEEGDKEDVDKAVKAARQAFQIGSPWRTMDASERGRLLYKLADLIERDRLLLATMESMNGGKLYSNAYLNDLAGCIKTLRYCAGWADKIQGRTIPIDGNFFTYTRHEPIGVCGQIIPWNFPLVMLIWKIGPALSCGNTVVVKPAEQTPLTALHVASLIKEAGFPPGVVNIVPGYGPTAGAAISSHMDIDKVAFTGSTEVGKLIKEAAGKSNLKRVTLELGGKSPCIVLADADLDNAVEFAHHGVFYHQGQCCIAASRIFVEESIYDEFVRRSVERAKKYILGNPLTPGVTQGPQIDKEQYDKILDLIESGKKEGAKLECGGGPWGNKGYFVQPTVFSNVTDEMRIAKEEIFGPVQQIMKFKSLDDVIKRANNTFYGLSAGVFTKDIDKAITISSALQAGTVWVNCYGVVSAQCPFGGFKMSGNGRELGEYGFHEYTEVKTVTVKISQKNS
# SMN2 splice enh: SMN2 splice variant enhancement; HEK293 SMN2-luciferase splicing reporter, luminescence, 30-36 h; Potency, µM (doses to about 46.1 µM), without a hit: top-dose activity change, positive = activation, actives largely listed as activators; hit rate 2.8% among 210,000; note: % of control where 0% means no effect; nearly all actives have a fitted effect of over 55% in size
#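 HEK293 cells carry an SMN2 minigene-luciferase reporter in which exon 7 inclusion puts luciferase in frame. Cells were seeded at 2000 cells/well, attached for 10-12 hours, then exposed to compounds for 30-36 hours at 37C before ONE-Glo luminescence.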
# HTT ATP protect: protects HTT-Q103 PC12 cells, measured by ATP. PC12 HTT-Q103 induced, cytoprotection, ATP luminescence, 40 h. Potency, µM (series often up to 56.4 µM), without a hit: cytoprotection (ATP increase), usual class: activators. hit rate 0.14% among 230,000;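 note: % of control where 0% means no effect; nearly all actives have a fitted effect of over 45% in size; toxic huntingtin expression switched on by the ecdysone agonist tebufenozide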
#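 Stable PC12 Q103-GFP cells in serum-supplemented, phenol red-free DMEM; induction by tebufenozide at 100 nM final; compound dose series; cell viability quantified luminescently from ATP.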
# Active calls of the source: *; ? = inconclusive; . = not tested or not shown; [ ] = dose if it differs, or a comment. Unless noted, calls come from the whole dose curve; as a rule, active = well fitted activation curve with a large enough effect; inconclusive = small, poorly fitted or top-dose-only effect; inactive = no such curve, though single readings can be large or run the other way. Potency is the fitted concentration of half-maximal effect. Only part of the results is shown, so the mix of outcomes need not match the whole.
# Fields: ALDH1A1 inh, SMN2 splice enh, HTT ATP protect
- C=CCN1CCc2c(cc(O)c(O)c2Cl)[C@H](c2ccccc2)C1
  ., ., -3%[1.9 µM]
- COc1ccc(N2CCN(C(=O)c3ccc(CNc4c(N5CCOCC5)c(=O)c4=O)cc3)CC2)cc1
  ., ., -10%
- COC(=O)[C@](C)(N)Cc1ccc(O)cc1
  ., ., -8%[1.9 µM]
- CC1CCc2c(sc3nc(SCc4nc(-c5ccccc5)no4)n(C)c(=O)c23)C1 (stereo not drawn)
  ., ., -8%
- O=C(c1cc(-c2cccnc2)nc2ccc(Br)cc12)N1CCC2(CC1)OCCO2
  ., ., -13%[0.074 µM]
- Cc1occc1C(=O)Nc1ccccc1NC(=O)c1ccoc1C
  ., ., -14%[0.074 µM]
- CC1CN(Cc2nc3c(c(=O)n(C)c(=O)n3C)n2CCc2ccccc2)CC(C)O1 (stereo not drawn)
  ., ., 1%[0.074 µM]
- CCN(CC)CCCN1C(=O)C(O)=C(C(=O)c2cccs2)C1c1ccccn1 (stereo not drawn)
  ., ., -4%[0.074 µM]
- COc1ccc(-c2ccc(-c3noc(-c4ccncc4)n3)c(OC)n2)cc1
  ., ., -8%[0.074 µM]
- O=C1c2ccccc2C(=O)c2c1ccc(N1C(=O)c3ccccc3C1=O)c2-c1c(N2C(=O)c3ccccc3C2=O)ccc2c1C(=O)c1ccccc1C2=O
  ., ., -7%[10 µM]

# Complete entries from above. Order of values: ALDH1A1 inh	SMN2 splice enh	HTT ATP protect
# CCN(CC)CCCN1C(=O)C(O)=C(C(=O)c2cccs2)C1c1ccccn1 (stereo not drawn) as listed: .	.	-4%[0.074 µM]
# COC(=O)[C@](C)(N)Cc1ccc(O)cc1 as listed: .	.	-8%[1.9 µM]
# O=C1c2ccccc2C(=O)c2c1ccc(N1C(=O)c3ccccc3C1=O)c2-c1c(N2C(=O)c3ccccc3C2=O)ccc2c1C(=O)c1ccccc1C2=O as listed: .	.	-7%[10 µM]
# CC1CN(Cc2nc3c(c(=O)n(C)c(=O)n3C)n2CCc2ccccc2)CC(C)O1 (stereo not drawn) as listed: .	.	1%[0.074 µM]
# O=C(c1cc(-c2cccnc2)nc2ccc(Br)cc12)N1CCC2(CC1)OCCO2 as listed: .	.	-13%[0.074 µM]

# Next part.
# Fields: ALDH1A1 inh, SMN2 splice enh, HTT ATP protect
- CCCn1c(C)nc2c(c1=O)c1nc3ccccc3nc1n2-c1ccc2c(c1)OCCO2
  ., ., -15%[0.074 µM]
- CCn1c(=S)sc2nc(C)sc21
  ., ., -10%[10 µM]
- O=C(C1CCCCC1)N1CCC(c2nc3c(nnn3Cc3ccccc3Cl)c(=O)[nH]2)CC1
  ., ., 11%[10 µM]
- Cn1c(=O)[nH]c(=O)c2c1nc(N1CCNCC1)n2CCOc1ccccc1
  ., ., -25%[10 µM]
- CN(C(=O)c1ccccc1C(=O)O)C1CC(C)(C)NC(C)(C)C1
  ., ., 18%
- Cc1c(NC(=O)CCc2ccc(S(=O)(=O)N3CCOCC3)cc2)c(=O)n(-c2ccccc2)n1C
  ., ., -5%[10 µM]
- Cc1ccc(-c2noc(CN(C(=O)CCCN3C(=O)c4ccccc4C3=O)C(C)C)n2)cc1
  ., ., 7%[0.074 µM]
- COc1ccc(Cl)cc1-c1nc(-c2ccc(NC(=O)c3ccncc3)cc2)no1
  ., ., 10%[0.074 µM]
- CCOC(=O)c1cnc(SCC(=O)Nc2ccccc2N2CCOCC2)nc1N
  ., ., 10%[0.074 µM]
- C=CCn1c(NC(=O)c2ccccc2)c(C#N)c2nc3ccccc3nc21
  ., ., -25%[10 µM]
- O=C(CCn1c(=S)[nH]c2ccccc2c1=O)N1CCN(c2ccccn2)CC1
  ., ., -11%[0.074 µM]
- COc1ccc(C2c3c(oc4ccc(F)cc4c3=O)C(=O)N2CCN2CCOCC2)cc1OC (stereo not drawn)
  ., ., -7%
- CCOC(=O)N1CCC(N2C(=O)c3ccc(C(=O)NC4CCCCCC4)cc3C2=O)CC1
  ., ., -7%
- COc1cc([C@@H](O)CO)ccc1OS(=O)(=O)O
  ., ., 4%[1.9 µM]
- Clc1ccc(Cc2nn3c(-c4ccncc4)nnc3s2)cc1
  ., ., -18%[0.074 µM]
- Cn1c(=O)c2c(SCC(=O)N3CCC(Cc4ccccc4)CC3)nc(C3CC3)nc2n(C)c1=O
  ., ., 4%
- CCCCCCCCCCCCCCCCCCOC[C@@H](COP(=O)([O-])OCC[N+](C)(C)C)OC
  ., ., -22%[1.9 µM]
- COc1ccc(C(=O)CSc2nc3nc(C)cc(C)c3c(=O)[nH]2)cc1OC
  ., ., -5%[0.074 µM]
- CC(NC(=O)c1cc2c(=O)n(C)c3ccccc3c2n1C)c1ccc2c(c1)OCCO2 (stereo not drawn)
  ., ., -9%
- C=C[C@@]1(C)CC(=O)[C@@]2(O)[C@@]3(C)[C@H](O)CCC(C)(C)[C@@H]3[C@H](O)[C@H](OC(C)=O)[C@]2(C)O1
  ., ., ?
- Cn1c(C(=O)N2CCN(c3ccc(F)cc3)CC2)cc2c(=O)n(C)c3ccccc3c21
  ., ., -5%
- CNc1ncnc2c1ncn2[C@H]1C[C@@H](OP(=O)(O)O)[C@H](COP(=O)(O)O)O1
  ., ., 9%[1.9 µM]
- O=C(CSc1nnc(-c2ccco2)n1-c1ccccc1)N1CCc2ccccc21
  ., ., 8%[0.074 µM]
- CCOc1ccccc1C(=O)Nc1ccc(-c2nnc(-c3ccc(C)cc3)o2)cc1
  ., ., -7%[0.074 µM]
- CCCN1C[C@@H](CSC)C[C@H]2c3cccc4[nH]cc(c34)C[C@@H]21
  ., ., 18%[1.9 µM]
- COc1ccc(Cc2nnc3n2N=C(c2cc4ccccc4o2)CS3)cc1OC
  ., ., -6%[10 µM]
- CC1=CC(=O)CC(C)(C)[C@@]1(O)/C=C\C(C)=C\C(=O)O
  ., ., 9%
- CC(C)(C)C(=O)[C@H]([C@@H](c1ccccc1)N1CCOCC1)N1CCOCC1
  ., ., 19%[10 µM]
- Nc1ccc(C(=O)c2ccc3c(c2)OCCO3)cc1N
  ., ., -28%
- Cc1ccc2oc(C(=O)Nc3c(C)n(C)n(-c4ccccc4)c3=O)c(C)c2c1
  ., ., 5%
- CC(=O)[C@@H]1[C@H]2[C@@H](C(=O)[C@H]3OC[C@H]2O3)[C@@H]2C=Cc3ccccc3N12
  ., ., -14%
- CN1CCN(C(=O)c2ccc3c(c2)N(Cc2cccc(Cl)c2)C(=O)c2ccccc2S3=O)CC1 (stereo not drawn)
  ., ., -14%
- O=C(CSc1nc2sc3c(c2c(=O)n1Cc1ccco1)CCC3)N1CCc2ccccc21
  ., ., 12%
- N[C@H](Cc1ccc(F)cc1)C(=O)O
  ., ., 17%[1.9 µM]
- O=C(CN(CC(=O)N1CCOCC1)S(=O)(=O)c1ccc(Br)s1)N1CCOCC1
  ., ., -4%[10 µM]
- O=C(O)/C=C(/C(=O)O)[C@]12CCN3CC4=CCO[C@@H]5CC(=O)N[C@@H]1C5[C@H]4C[C@H]32 (stereo partly drawn)
  -2%[13.5 µM], -3%[9.22 µM], .
- O=C(O)[C@H](C1NCCS1)N1Cc2ccccc2C1 (stereo partly drawn)
  3%[13.5 µM], -7%[9.22 µM], .
- c1ccc(C(c2cccc3c2ccc2ccccc23)[C@H](c2ccccc2)c2cccc3c2ccc2ccccc23)cc1 (stereo partly drawn)
  -2%[13.5 µM], -1%[9.22 µM], .
- C[C@@]12C[C@H](O)C3[C@H](CCC4=CC(=O)CC[C@]43C)[C@H]1CC[C@@H]2c1csc(N)n1 (stereo partly drawn)
  2µM*, -3%[9.22 µM], .
- CCNc1ncc2nc(-c3cccs3)c(=O)n(CCc3ccccc3)c2n1
  -1%, ., 1.4µM*
- Cn1cc(-c2nc3cnc(OCc4ccccc4)nc3n(CCC#N)c2=O)c2ccccc21
  41%[activator], ., 20%
- COc1ccc2[nH]cc(CCNc3ncncc3-c3ccccc3Cl)c2c1
  -6%, ., -64%[inhibitor]
- COc1cccc(-c2nccc(NCc3cnc(C)cn3)n2)c1
  10%, ., -49%[inhibitor]
- CN(C)c1ncc2nc(-c3cc(F)cc(F)c3)c(=O)n(C3CC3)c2n1
  ?, ., -16%
- N#CCCn1c(=O)c(-c2ccc(Cl)cc2)nc2cnc(N3CCNCC3)nc21
  ?, ., -91%[inhibitor]
- c1csc(CNc2ccnc(-c3ccoc3)n2)c1
  11µM*, ., -31%[inhibitor]
- CN1CCN(c2ncc3ncc(=O)n(Cc4ccc(F)cc4)c3n2)CC1
  ?, ., 4%
- COc1cccc(-c2nc(NC3CC3)c3ccccc3n2)c1
  ?, ., -50%[inhibitor]
- COc1ccc(CNc2ccnc(-c3cccnc3)n2)c(OC)c1
  15%, ., -36%[inhibitor]
- COc1ncc2nc(-c3cc(F)cc(F)c3)c(=O)n(-c3ccccc3)c2n1
  -9%, ., -4%

# Later entries:
# Fields: ALDH1A1 inh, SMN2 splice enh, HTT ATP protect
- COc1cccc(Cn2c(=O)cnc3cncnc32)c1
  2.5µM*, ., -241%[inhibitor]
- c1ccc(CNc2cc(-c3ccoc3)ncn2)cc1
  22µM*, ., -46%[inhibitor]
- Cc1cnc(CNc2ccnc(-c3c(C)noc3C)n2)cn1
  ?, ., -49%[inhibitor]
- CN(C)c1ccc(-c2nc(NCCN3CCOCC3)c3ccccc3n2)cc1
  ?, ., -85%[inhibitor]
- COCCn1c(=O)cnc2cnc(Oc3cccc(Cl)c3)nc21
  -9%, ., 30%
- N#Cc1cccc(-c2nc(NCCN3CCOCC3)c3ccccc3n2)c1
  18µM*, ., -86%[inhibitor]
- N#Cc1cccc(-c2nc3cnc(N4CCOCC4)nc3n(C3CC3)c2=O)c1
  ?, ., -37%[inhibitor]
- CN(Cc1ccco1)c1ncnc2ccc(-c3ccccc3C#N)cc12
  ?, ., -39%[inhibitor]
- COc1cccc(Nc2ncc3nc(-c4ccc(Cl)cc4)c(=O)n(C4CC4)c3n2)c1
  ?, ., 2%
- COc1ccc(-c2nc3cnc(N(C)C)nc3n(-c3ccccc3)c2=O)cc1
  ?, ., -15%
- CNc1nc(-c2ccoc2)nc2ccccc12
  ?, ., 3%
- COc1cccc(-c2cc(NCc3cccnc3)ncn2)c1
  -3%, ., -127%[inhibitor]
- COc1ccc2[nH]cc(CCNc3cc(-c4c(C)noc4C)ncn3)c2c1
  ?, ., -45%[inhibitor]
- CS(=O)(=O)Nc1cccc(-c2nc(Nc3ccncc3)c3ccccc3n2)c1
  5%, ., -106%[inhibitor]
- CN(C)c1ccc(-c2cncnc2NCCc2cnc[nH]2)cc1
  ?, ., -20%
- Cn1cc(-c2nc3cncnc3n(Cc3ccc(F)cc3)c2=O)c2ccccc21
  ?, ., 17%
- COCCNc1ncnc2ccc(-c3cccnc3)cc12
  ?, ., -171%[inhibitor]
- COc1ccc2[nH]cc(CCNc3ncnc4ccc(-c5ccc6c(c5)OCO6)cc34)c2c1
  4%, ., -259%[inhibitor]
- Cc1nc2cnc(N3CCN(C)CC3)nc2n(C2CC2)c1=O
  ?, ., -3%
- COc1cccc(-c2nccc(NCc3ccccc3OC)n2)c1
  -12%, ., -84%[inhibitor]
- Cc1noc(C)c1-c1cncnc1N(C)Cc1ccco1
  -8%, ., -28%
- COc1ccc(-n2c(=O)c(-c3ccc(F)c(F)c3)nc3cncnc32)cc1
  6%, ., 1%
- c1ccc(CNc2ncncc2-c2cccnc2)cc1
  -6%, ., 28%
- COCCNc1ccnc(-c2ccccc2C)n1
  ?, ., 9%
- Cc1ccccc1-c1cc(N2CCNCC2)ncn1
  0%, ., 19%
- CCNc1ncc2nc(-c3ccc(OC)cc3)c(=O)n(C[C@H]3CCCO3)c2n1
  ?, ., -41%[inhibitor]
- Cc1cnc(CNc2cc(-c3cccc(C#N)c3)ncn2)cn1
  ?, ., -69%[inhibitor]
- CN(Cc1ccco1)c1ncnc2ccc(-c3ccccc3C(F)(F)F)cc12
  -9%, ., 2%
- CN(C)C(=O)c1ccc(-c2cncnc2NC2CCNCC2)cc1
  ?, ., -7%
- Cc1cnc(CNc2ncncc2-c2ccoc2)cn1
  ?, ., 15%
- CC(=O)NCCNc1nc(-c2ccccc2C)nc2ccccc12
  ?, ., -33%[inhibitor]
- CN(C)c1ccc(-c2cncnc2Nc2ccccc2)cc1
  25µM*, ., -61%[inhibitor]
- Cn1c(=O)c(-c2ccc(Cl)cc2)nc2cnc(Nc3ccccc3)nc21
  20%, ., 1%
- COc1ccc(-n2c(=O)c(C)nc3cnc(N4CCOCC4)nc32)cc1
  ?, ., -6%
- Cc1ccccc1-c1ccc2ncnc(NCc3cccnc3)c2c1
  ?, ., -234%[inhibitor]
- Cc1nc2cnc(N3CCOCC3)nc2n(Cc2ccc(F)cc2)c1=O
  1%, ., -37%[inhibitor]
- O=c1c(-c2cc(F)cc(F)c2)nc2cncnc2n1-c1ccccc1
  13%, ., -69%[inhibitor]

# Screening results: PubChem BioAssay, National Center for Advancing Translational Sciences (NCATS)
